BCLXL inh – inhibitors of human Bcl-xL, primary screen, biochemical, fluorescence polarization, HTS; AID 2129, 2009; GST-Bcl-xL / FITC-Bim BH3 peptide fluorescence polarization; inhibition, % at 10.9 µM; 320,000 tested, 0.7% active;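 active means inhibition above the mean of all tested compounds plus 3 SD, cutoff set per campaign, cut at about 30% in these data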;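 further: 0% = DMSO wells and 100% = unlabeled Bim-BH3 peptide competitor; inhibitors lower millipolarization by displacing the labeled peptide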
Target sequence (Q07817 whole entry, looked up): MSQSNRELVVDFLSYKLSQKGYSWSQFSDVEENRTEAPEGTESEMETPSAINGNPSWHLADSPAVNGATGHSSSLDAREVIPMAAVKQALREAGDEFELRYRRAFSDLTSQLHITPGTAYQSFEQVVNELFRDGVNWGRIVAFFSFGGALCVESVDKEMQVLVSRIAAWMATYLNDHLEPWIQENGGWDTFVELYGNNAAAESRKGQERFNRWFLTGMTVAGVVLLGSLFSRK
Fam108B counter – mouse Fam108B serine hydrolase inhibitors, primary screen, counter-screen for RBBP9 inhibitor project, biochemical, fluorescence polarization; inhibition, % at 9.51 µM; AID 1947, 2009; recombinant Fam108B, FP-Rh probe fluorescence polarization; 300,000 tested, 0.33% active;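 active means inhibition above the screen mean inhibition plus 3 SD, computed separately per campaign, cut at about 18% in these data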;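 further: inhibitors lower polarization as less probe binds the enzyme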
Efflux pump mplx – inhibitors of Candida efflux pumps in yeast, primary screen, S. cerevisiae, Nile Red, multiplex; S. cerevisiae Candida pump triplex; inhibition, % at 10 µM; 330,000 tested, 0.44% active;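 active means plate passing quality check with inhibition over a set limit, or well fluorescence over plate mean plus 4 SD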;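 further: Nile Red retained in pooled yeast measured as flow cytometry median fluorescence; 0% = buffer negative control and 100% = Enniatin B positive control; higher means more Nile Red kept so more efflux inhibition; some compounds called inactive have numbers as strong as hits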
MEX-5 binding – MEX-5 zinc finger RNA-binding disruptors – biochemical, C. elegans, fluorescence polarization, MLPCN library, primary screen; MEX-5/FITC-TCR2 RNA binding; hits give low values; activity score (negative = inhibition of binding), % at 10 µM; 300,000 tested, 0.38% active;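 active means inhibition past about -25% in most replicates, and total fluorescence under double the plate's negative control median, limit read from the data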;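 further: 0% = DMSO and -100% = 5 µM competing unlabeled TCR2 RNA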
VLA-4 inh – inhibition in human VLA-4 binding assay, primary screen, VLA-4 allosteric modulator project, MLPCN library, flow cytometry, VLA-4 expressing cells; ligand binding flow cytometry; inhibition, % (about 7 µM as worked out from the volumes in the protocol); 330,000 tested, 0.2% active; in the data active means inhibition above about 50%
GRK2 aptamer HTS – compounds blocking aptamer binding on GRK2 – biochemical, human GRK2, bead flow cytometry, HTS, primary screen. Beta-adrenergic receptor kinase 1 (Homo sapiens), P25098. FAM-aptamer displacement from GRK2. inhibition of aptamer binding, % at 10 µM. 330,000 tested, 0.59% active;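 active means inhibition of aptamer binding above 40%, roughly 3 SD of noise, on plates passing a quality check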;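 further: median bead fluorescence of bound FAM aptamer so fluorescent compounds give negative values; no value below 0 was filed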
GLD-1 RNA inh – GLD-1/TGE RNA complex disruptors, primary screen, biochemical, fluorescence polarization; 320,000 tested, 0.44% active; AID 2280, 2010; inhibition, % at 5.96 µM; Female germline-specific tumor suppressor gld-1 (Caenorhabditis elegans), Q17339; purified GLD-1 + fluorescein TGE RNA;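 active means percent inhibition above a per-plate cutoff, the plate mean of test compounds plus 3 SD, cut at about 30% in these data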;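 further: 0% = DMSO wells with GLD-1 and probe and 100% = wells lacking GLD-1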
Target sequence (Q17339 whole entry, looked up): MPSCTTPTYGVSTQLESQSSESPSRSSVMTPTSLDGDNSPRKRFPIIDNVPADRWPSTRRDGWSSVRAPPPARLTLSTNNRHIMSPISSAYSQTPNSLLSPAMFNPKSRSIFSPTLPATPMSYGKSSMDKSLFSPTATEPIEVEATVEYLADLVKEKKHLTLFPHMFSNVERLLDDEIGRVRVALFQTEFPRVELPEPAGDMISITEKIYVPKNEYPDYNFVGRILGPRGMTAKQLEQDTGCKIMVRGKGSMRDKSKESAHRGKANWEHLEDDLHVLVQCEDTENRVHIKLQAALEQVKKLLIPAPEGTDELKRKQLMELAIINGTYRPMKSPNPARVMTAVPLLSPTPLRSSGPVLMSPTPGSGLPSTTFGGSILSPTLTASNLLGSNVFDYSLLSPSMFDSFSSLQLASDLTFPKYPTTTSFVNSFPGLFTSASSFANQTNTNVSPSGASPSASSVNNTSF
MCL1-BIM inh – inhibitors of MCL1 binding to BIM-BH3, primary screen, biochemical, fluorescence polarization; Induced myeloid leukemia cell differentiation protein Mcl-1 (Homo sapiens), Q07820; GST-MCL1 / FITC-Bim-BH3 fluorescence polarization; inhibition, % at 10.9 µM; 320,000 tested, 0.68% active;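 active means inhibition above the mean inhibition of all tested compounds plus 3 SD, set per campaign, cut at about 40% in these data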;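 further: 0% = DMSO wells and 100% = unlabeled Bim-BH3 peptide control; higher means more loss of mP so more displacement of Bim peptide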
PME-1 inh – PME-1 inhibitors via competitive probe labeling, primary screen, biochemical, fluorescence polarization, FP-Rh probe, HTS; inhibition, % at 5.9 µM; 320,000 tested, 0.53% active; Protein phosphatase methylesterase 1 (Homo sapiens), Q9Y570; recombinant PME-1;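 active means inhibition above the campaign mean of all compounds plus 3 SD, cut at about 26% in these data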;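 further: competitive labeling of PME-1 active site by serine hydrolase directed probe; 0% = PME-1 with DMSO and 100% = wells lacking PME-1 enzyme; inhibitors block probe labeling so polarization falls and inhibition rises; many of its hits are not listed in these tables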
Target sequence (Q9Y570 whole entry, looked up): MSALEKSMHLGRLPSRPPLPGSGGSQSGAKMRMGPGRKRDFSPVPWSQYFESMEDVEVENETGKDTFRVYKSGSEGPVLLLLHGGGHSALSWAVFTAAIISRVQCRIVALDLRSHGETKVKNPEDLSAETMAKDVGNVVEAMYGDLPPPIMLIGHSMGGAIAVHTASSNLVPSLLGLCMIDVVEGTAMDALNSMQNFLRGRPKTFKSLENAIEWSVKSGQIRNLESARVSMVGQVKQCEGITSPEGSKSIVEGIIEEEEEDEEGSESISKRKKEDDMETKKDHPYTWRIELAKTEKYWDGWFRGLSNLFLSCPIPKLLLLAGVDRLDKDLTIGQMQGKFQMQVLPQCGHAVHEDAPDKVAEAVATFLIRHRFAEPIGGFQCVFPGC
Starred values were filed as active, the others as inactive; i = inactive; . = no result given.

SMILES	BCLXL inh	Fam108B counter	Efflux pump mplx	MEX-5 binding	VLA-4 inh	GRK2 aptamer HTS	GLD-1 RNA inh	MCL1-BIM inh	PME-1 inh
CCN(CC(=O)Nc1ccc2c(c1)OCO2)Cc1nc2ccccc2c(=O)[nH]1	-2	1	0.1	1.8	11	0	-8	1	4
Cc1cc(OC(=O)C(C)(C)C)c([N+](=O)[O-])c(=O)[nH]1	7	1	-0.1	0.4	6	1	8	-8	2
COc1ccccc1N1CCN(C(=O)CCc2ccccc2)CC1	3	0	0.1	0.9	17	0	4	2	-1
CCN(CC)CCNC(=O)C12CC3CC(CC(C3)C1)C2	-10	-2	0.0	-0.1	13	7	3	-16	1
CS(=O)(=O)Nc1ccccc1NS(C)(=O)=O	0	-3	0.1	-1.6	-2	0	-8	-8	-4
COc1ccc(Sc2cc(C(F)(F)F)nc(-c3ccccn3)n2)cc1	1	2	0.1	1.6	2	0	-7	5	-3
CCCCOc1ccc(C(=O)NC(=S)Nc2ccc(CN3CCOCC3)cc2)cc1	5	3	0.1	-0.5	7	2	8	8	-4
CC(Sc1nc2ncc(Cl)cc2[nH]1)C(=O)NC1(C#N)CCCCC1 (stereo unspecified)	-1	.	-0.2	.	1	4	1	-3	-10
COC(=O)c1cccc(NS(C)(=O)=O)c1	5	1	-0.1	-1.1	2	2	8	4	0
Cc1c(C)c2ccc(O)c(CN3CCCC3)c2oc1=O	8	2	0.6	-3.4	0	0	1	5	-5
Cc1ccc(NC(=O)N2CCC(C(=O)NCc3ccc(F)cc3)CC2)cc1	5	-4	-0.1	-1.6	28	0	3	9	-5
COCC(=O)Nc1cccc2ccccc12	-2	-1	-0.1	1.1	3	3	1	0	2
COc1ccc(NC(=O)COc2ccccc2Cc2ccccc2)cn1	1	.	0.2	.	-6	5	3	-2	-1
COc1ccccc1-c1nnc(NC(=O)Cc2ccccc2)o1	4	-2	-0.1	2.8	7	0	0	9	-2
Cc1cc(=O)oc2cc(NC(=O)Cc3ccccc3[N+](=O)[O-])ccc12	6	-4	-0.1	1.9	10	0	5	3	-1

In the list so far, 2 have an aryl thioether with sulfur outside any ring.
SMILES	BCLXL inh	Fam108B counter	Efflux pump mplx	MEX-5 binding	VLA-4 inh	GRK2 aptamer HTS	GLD-1 RNA inh	MCL1-BIM inh	PME-1 inh
COc1ccc(Sc2cc(C(F)(F)F)nc(-c3ccccn3)n2)cc1	1	2	0.1	1.6	2	0	-7	5	-3
CC(Sc1nc2ncc(Cl)cc2[nH]1)C(=O)NC1(C#N)CCCCC1 (stereo unspecified)	-1	.	-0.2	.	1	4	1	-3	-10

Additional records
SMILES	BCLXL inh	Fam108B counter	Efflux pump mplx	MEX-5 binding	VLA-4 inh	GRK2 aptamer HTS	GLD-1 RNA inh	MCL1-BIM inh	PME-1 inh
COc1ccccc1NC(=O)c1ccc(NC(=O)COC(=O)C(C)C)cc1	-6	2	0.1	0.5	-6	4	4	-11	-1
COC(=O)Nc1cc(C(=O)c2ccc(Cl)cc2Cl)c[nH]1	5	1	-0.1	-0.9	-6	2	5	7	-1
Fc1ccccc1CN1CCN(c2ncccn2)CC1	0	-1	0.1	0.9	9	0	2	10	1
CC1(OC(=O)C2CCCC2)C(=O)C=C2C=C(c3ccsc3)OC=C2C1=O (stereo unspecified)	15	5	0.0	-5.3	41	2	14	24	-3
CC(C)(O)C#Cc1ccc(C(=O)NCc2ccccc2F)cc1	3	0	0.1	0.2	11	2	-3	5	0
COc1ccccc1CNC(=O)C1CC(c2c(Cl)cccc2Cl)=NO1 (stereo unspecified)	2	-5	0.1	1.4	-6	0	-10	-1	4
CC(C)c1ccc(NC2CCCN(C(=O)CCN3CCOCC3)C2)cc1 (stereo unspecified)	4	2	0.0	-2.1	7	0	3	5	1
Cc1ccccc1-n1c(SCC(=O)N2CCOCC2)nc(O)c(Cc2ccccc2)c1=O	0	4	0.3	-2.0	6	0	-5	7	-1
O=C(O)c1cccc(C(=O)Cc2ccccc2)c1	-3	-2	0.0	-0.3	7	1	1	1	10
CC(C)CN1C(=O)C(=O)N(CC(=O)Nc2cccc(Cl)c2Cl)C1=O	7	.	-0.3	.	10	5	0	5	0
COc1ccc(-c2c(-c3ccc(OC)c(F)c3)c3ccccc3n2C)cc1	.	.	-0.2	.	8	6	-2	.	.
Cc1cccc(OCCC(=O)Nc2ccc(Cl)cc2F)c1	3	-2	-0.1	0.2	2	2	-6	1	-1
CCn1c(SCC(=O)Nc2ccccc2F)nnc1-c1cnccn1	0	2	0.0	1.8	3	1	-10	-6	-11
Cc1ccc(N2C(=O)CC(NNc3nc4ccccc4s3)C2=O)cc1C (stereo unspecified)	5	3	-0.1	-2.3	-4	2	0	0	3
CC(=O)c1csc(COc2cc(Cl)cc(Cl)c2)n1	3	-4	0.0	2.3	-3	3	-1	4	2
COc1ccc(-c2[nH]ncc2CN2CCCC(C(=O)c3cccc(OC)c3)C2)cc1 (stereo unspecified)	9	6	0.1	-0.3	5	0	-1	5	-2
COc1ccc(CN2CCC(Oc3ccc(C(=O)N4CCCC4)cc3)CC2)c(F)c1	3	2	-0.1	-1.8	12	3	2	-8	-2
CC(C)c1ccc(N2C(=O)C(Cl)=C(N3CCOCC3)C2=O)cc1	0	-1	0.0	-9.7	7	0	1	-5	-8
CC(C)Oc1ccccc1/C=N/NC(=O)C1CCCC1	.	.	0.0	1.3	9	0	.	.	.
O=C1c2ccccc2C(=O)N1c1ccc(S(=O)(=O)N2CCCCC2)cc1	6	-5	0.0	0.0	6	2	-2	5	-9
O=C(COC(=O)c1ccc(Cl)s1)c1ccc[nH]1	3	5	-0.1	-0.8	0	0	6	4	-6
Cc1cc(-c2ccc(C)c(S(=O)(=O)N3CC(=O)Nc4ccccc43)c2)on1	5	2	0.0	3.1	3	0	-1	10	-13
Cc1c(/C=N/NC(=O)c2ccc3c(c2)OCO3)cnn1C	5	-3	-0.1	2.1	0	0	1	3	0
C=CCn1c2c(c(=O)[nH]c1=S)CN(C(C)c1ccccc1)CN2 (stereo unspecified)	3	-8	0.0	0.5	14	1	6	6	5
COC(=O)CN1C(C)=Nc2ccc(Br)cc2C1c1ccccc1 (stereo unspecified)	2	0	-0.1	-1.9	-11	0	-2	-6	-2
CCOc1ccc(NC(=O)Cn2nnc(C(=O)NCc3cccs3)c2N)cc1	1	0	0.0	-1.6	1	0	7	-3	-2
COC(=O)[C@H](CC(C)C)NC(=O)NCc1ccc(Cl)cc1	-3	1	0.0	0.1	-3	1	8	-2	2
COCCNC(=S)NNC(=O)c1ccc(-n2cnnn2)cc1	-3	-7	-0.1	-0.8	-4	0	1	-1	-1
O=C1CCCC2=C1C1c3ccccc3C(=O)N1c1ccc(C(=O)c3ccccc3)cc1N2 (stereo unspecified)	1	-3	-0.2	-0.6	2	0	-3	1	-1
Nc1c(C(=O)O)cnc2nc(N3CCOCC3)nn12	7	4	-0.1	2.2	-3	0	4	17	2
Cc1ccc2oc(=O)c3cnn(CC(=O)NC4CCC(C)CC4)c3c2c1 (stereo unspecified)	-4	-2	0.1	1.7	-14	0	-1	-7	-1
COc1ccc(C=NOCC(=O)OCC(=O)Nc2ccc(OC)cc2)cc1	.	.	-0.5	.	8	0	2	.	.
CC(C)(C)c1ccc(C(CC(=O)O)NC(=O)c2ccccc2F)cc1 (stereo unspecified)	4	2	0.1	-1.2	9	1	0	2	-6
COc1cccc(/C=C2\SC(N)=NC2=O)c1OS(=O)(=O)c1ccccc1	0	-1	-0.2	-2.1	-5	0	-10	6	-3
Cc1[nH]c2ccc(Br)cc2c(=O)c1CN1CCCCCC1	3	-5	0.0	0.7	8	0	-3	1	0
CC(=O)N1CCN(C(=O)C2CCN(S(=O)(=O)c3ccccc3C(F)(F)F)CC2)CC1	.	.	-0.1	.	-13	1	-1	.	.
COCC(=O)Nc1nc2n(n1)C(c1ccc(Cl)cc1)CC(c1ccc(OC)cc1)N2 (stereo unspecified)	27	2	0.0	-7.5	14	2	18	17	-4
CC(C)c1cc(C(=O)OCC(=O)N2CCN(C(=O)c3ccco3)CC2)c(O)c(C(C)C)c1	1	1	0.2	-0.7	2	0	3	2	1
COc1ccc(-c2nc3c(c(=O)c4ccccc4n3C)c(=O)n2Cc2ccccc2)cc1	6	3	-0.2	1.3	-1	1	-4	13	-11
CC(C)COc1ccc(C(=O)N(CC(=O)Nc2ccccc2C(F)(F)F)Cc2ccco2)cc1	-14	-3	0.2	3.8	5	0	3	-20	0
CC(C)CNC(=O)C(=O)Nc1cc2c3c(c1)CCC(=O)N3CCC2	2	1	0.2	-0.5	1	3	0	0	-8
CN(C1CCCCC1)S(=O)(=O)c1ccc(C(=O)O)cc1	10	-2	0.0	-2.2	i	0	-3	9	-4
CCN(CC)CCNC(=O)CCc1n[nH]c(=O)c2ccccc12	0	1	0.1	0.7	5	0	-7	3	2
CCSc1nnc(NC(=O)COc2ccccc2)s1	1	3	0.1	0.8	6	0	2	6	6
CCNS(=O)(=O)c1ccc2nc(NC(=O)c3cccnc3)sc2c1	3	-4	0.1	-1.6	-2	14	-5	1	-3
Cc1ccc(N2CC(C(=O)Nc3ccc(N4CCOCC4)cc3)CC2=O)cc1C (stereo unspecified)	5	0	0.2	1.5	0	0	7	6	-5
O=C(NC(=S)Nc1ccc(C(=O)N2CCOCC2)cc1)c1ccc([N+](=O)[O-])cc1	3	2	0.0	1.3	0	2	0	4	-4
Cc1ccnc(N2CCC(C(=O)NNC(=O)c3ccncc3)CC2)n1	7	2	0.1	0.6	-3	0	4	-1	-7
COc1ccc(/C=C2/CC/C(=C\c3ccc(OC)c(OC)c3OC)C2=O)c(OC)c1OC	-1	-1	0.2	4.5	11	1	-5	-12	13
O=C(c1cccnc1Nc1ccc2c(c1)CCC2)N1CCOCC1	-10	-1	0.1	-1.6	7	3	4	-5	-3
CC/C(O)=C1\C(=O)CC(c2ccccc2)CC1=NCCc1c(C)[nH]c2ccc(C)cc12 (stereo unspecified)	7	4	0.2	-0.3	7	0	2	4	7
C=C(C)CCC(C)N1CCC(n2nccc2NC(=O)CCOc2ccccc2)CC1 (stereo unspecified)	14	-4	0.6	-14	-10	0	3	16	3
CCOC(=O)/C(C#N)=C/c1c(Oc2cc(C)cc(C)c2)nc2ccccn2c1=O	5	-1	0.3	-2.2	1	0	5	5	0
COc1ccccc1/C=C/C=N/NC(=O)c1cc(-c2ccc(C)o2)[nH]n1	2	-15	0.2	-1.9	1	0	1	3	-24
CCc1ccccc1NC1=NCC(=O)N1Cc1ccc(OC)cc1	4	-2	0.1	-0.4	0	0	-5	2	3
CCOc1ccc(C2N(c3cc(Cl)ccc3OC)C(=O)C3CCCN32)cc1OC (stereo unspecified)	-6	0	0.2	1.6	13	0	6	-6	1
COc1cc(/C=C/c2nc3ccccc3c(=O)[nH]2)ccc1OC(F)F	-4	-17	-0.1	-2.1	-15	0	-1	-3	-15

Bioassay records from PubChem.

A portion of the library; rates above refer to the full screens.
